MRP-1 activ = H69AR viability gain despite doxorubicin, primary screen, MRP-1 activator project, H69AR cells, CellTiter-Glo | viability rescue | viability increase, % at 10 µM | 140,000 compounds, 0.61% hits;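 active = viability gain under doxorubicin at or above a set limit, the compound median plus 3 SD, cut at about 4.7% in these data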;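 also: MRP-1 overexpressing cells given doxorubicin 25 µM after compound pretreatment; 18-22 h compound pretreatment then 72 h with doxorubicin before readout; 0% = doxorubicin-only wells and 100% = vehicle-treated cells without doxorubicin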
bCat KO growth = primary screen for growth suppressors in beta-catenin knockout HCT116 cells (colon tumor, human). viability, % at 10 µM. HCT116 beta-catenin knockout viability, CellTiter-Glo, 60 h; stronger effect = lower value. AID 818, 2007. 140,000 compounds, 1.5% hits;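 active = viability at or under a set limit, the compound median less 4 SD, cut at about 6% in these data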;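 also: 0% = Hyamine 1622 control at 20 µM and 100% = untreated cell control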
Measles CPE = compounds protecting cells from measles virus cytopathic effect, primary screen, measles RdRp inhibitor project, single point, MLSMR library, absorbance. Measles virus-infected cells, CPE protection. 140,000 compounds, 1.5% hits. protection (pct of control), % at 4 µM; in the data active = protection mostly above about 24%, no sharp cut-off; inactive = mostly below about 26%; also: some compounds called inactive have numbers as strong as hits
Yeast lifespan up = compounds extending yeast replicative lifespan, primary screen, S. cerevisiae, OD615 | S. cerevisiae growth with nicotinamide; deaD strain in restrictive glucose medium | inhibition of the nicotinamide effect, % at 10 µM | 130,000 compounds, 0.68% hits;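 active = inhibition above a set limit, placed 3 SD over the median of all compounds, cut at about 26% in these data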;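 also: 0% = nicotinamide-treated wells and 100% = cells grown without nicotinamide; some compounds called inactive have numbers as strong as hits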
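Buffer or medium: CSMM-D glucose medium, restrictive; test system: modified budding yeast, DeaD strain; compound: single dose 10 µM compound, 0.25% DMSO; schedule: culture preincubation 4 h, compound exposure 48 h, both 30 °C; detection: optical density (absorbance) at 615 nm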
GALR2 blocker = GALR2 antagonists in receptor-expressing cells, primary screen | 140,000 compounds, 0.39% hits | Galanin receptor type 2 (Homo sapiens), O43603 | antagonist mode | inhibition, % at 4 µM; in the data active = inhibition above about 27%;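 also: cells stimulated with galanin 1-16 at roughly its EC80; 0% = agonist challenge control and 100% = basal control without agonist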
Target sequence (O43603 whole entry, looked up): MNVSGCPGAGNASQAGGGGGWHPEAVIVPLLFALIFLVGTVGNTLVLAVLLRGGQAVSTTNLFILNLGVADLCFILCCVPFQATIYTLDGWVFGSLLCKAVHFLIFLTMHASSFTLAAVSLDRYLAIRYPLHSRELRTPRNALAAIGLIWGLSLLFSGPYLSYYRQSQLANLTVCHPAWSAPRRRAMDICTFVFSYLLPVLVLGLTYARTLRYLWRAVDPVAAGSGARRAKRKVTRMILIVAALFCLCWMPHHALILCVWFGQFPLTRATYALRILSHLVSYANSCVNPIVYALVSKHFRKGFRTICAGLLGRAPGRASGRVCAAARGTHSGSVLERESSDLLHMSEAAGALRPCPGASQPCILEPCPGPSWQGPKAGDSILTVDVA
NPY Y2 blocker = NPY-Y2 receptor antagonists, primary screen, cell-based | Neuropeptide Y receptor type 2 (Homo sapiens), P49146 | NPY-Y2 expressing cells, antagonist mode | inhibition, % at 2.7 µM | 140,000 compounds, 0.99% hits; in the data active = inhibition above about 17%;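 also: 0% = vehicle with agonist challenge and 100% = reference antagonist with challenge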
Target sequence (P49146 whole entry, looked up): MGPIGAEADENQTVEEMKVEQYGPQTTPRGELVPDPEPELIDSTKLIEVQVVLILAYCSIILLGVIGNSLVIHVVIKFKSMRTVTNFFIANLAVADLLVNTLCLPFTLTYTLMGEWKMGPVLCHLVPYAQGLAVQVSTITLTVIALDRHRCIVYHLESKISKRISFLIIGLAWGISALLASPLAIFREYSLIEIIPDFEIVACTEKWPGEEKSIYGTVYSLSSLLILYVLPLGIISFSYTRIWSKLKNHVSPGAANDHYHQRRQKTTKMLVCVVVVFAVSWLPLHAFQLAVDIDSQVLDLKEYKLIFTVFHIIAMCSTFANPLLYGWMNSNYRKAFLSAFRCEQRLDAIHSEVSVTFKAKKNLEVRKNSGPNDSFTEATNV
HCT116 PTEN-null = growth suppression of PTEN-null HCT116, primary screen, cell-based, CellTiter-Glo. HCT116 PTEN-null viability, 60 h; stronger effect = lower value. viability, % at 10 µM. 140,000 compounds, 1.2% hits;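 active = viability at or below a set limit, 4 SD under the median of all tested compounds, cut at about 3.7% in these data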;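 also: PTEN knockout HCT116 line with beta catenin targeted HCT116 as companion control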
E-sel TNF inh = E-selectin induction blockers in HUVEC – imaging, immunofluorescence, high content, primary screen | HUVEC TNFa-induced E-selectin immunofluorescence | inhibition, % at 2 µM | 120,000 compounds, 0.71% hits | AID 1246, 2008;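 active = inhibition above the batch mean plus 3 SD, and confirmed as a hit on visual image review, cut at about 43% in these data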;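 also: 0% = TNF-stimulated DMSO wells and 100% = unstimulated control wells; not every result past the cut was called active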
Phagocyt inh = inhibitors of macrophage phagocytosis, primary screen, imaging, J774A.1 cells, IgG beads | J774A.1 macrophage IgG-bead phagocytosis | inhibition, % at 5 µM | 110,000 compounds, 0.07% hits | AID 1029, 2008;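 active = inhibition above the mean of the plate negative controls plus 5 SD, cut at about 13% in these data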;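 also: phagocytic index as fraction of beads internalized from green versus red external bead signal; plate controls were DMSO negative control for no effect and cytochalasin-D positive control for full effect; some results beyond the cut were filed as inactive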
Yeast growth inh = growth inhibitors of yeast BB579 in restrictive medium, primary screen, yeast lifespan-shortening project, S. cerevisiae. AID 804, 2007. inhibition, % at 10 µM. 140,000 compounds, 0.51% hits. OD615, 48 h;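 active = inhibition above a set limit, 3 SD over the mean compound inhibition, cut at about 44% in these data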; also: inactives centre near -24
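Assay system – yeast BB579 (DeaD) · Dosing – single compound dose of 10 µM, 0.25% DMSO final · Detection – OD615 turbidity measurement · Buffer or medium – CSMM-D restrictive synthetic medium containing dextrose (glucose) · Benchmarks – positive control amphotericin B 10 µg/mL · Incubation – 48 h exposure, 30 °C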
An asterisk follows results filed as active; nt = not tested or not shown.

SMILES | MRP-1 activ | bCat KO growth | Measles CPE | Yeast lifespan up | GALR2 blocker | NPY Y2 blocker | HCT116 PTEN-null | E-sel TNF inh | Phagocyt inh | Yeast growth inh
CC(=O)c1cc2c(cc1N/C(=N/S(=O)(=O)c1ccc(C)cc1)c1ccccc1)OCO2 | -2.1 | 91 | 13 | -2 | -2 | 3 | 92 | -38 | 3 | -31
Cc1ccc(-c2nc(SCC(N)=O)c(C#N)c3c2CCCC3)cc1 | -2.6 | 85 | 5 | 6 | -11 | 5 | 85 | 3 | 0 | -17
CCOc1ccc(NC(=O)C2CC(=O)N(C)C(=Nc3ccc4c(c3)OCO4)S2)cc1 (stereo unspecified) | 0.6 | 109 | 9 | -3 | -3 | 2 | 95 | 11 | 1 | -9
O=C(NCc1ccco1)c1cnc2sccn2c1=O | -1.9 | 107 | 11 | -10 | 3 | 1 | 112 | 11 | 1 | -8
Cc1ccc(SCc2cc(=O)n3[nH]c(C)nc3n2)cc1 | -0.5 | 95 | 1 | 1 | 14 | 6 | 100 | 22 | 0 | -78
CC(C)(C)NC(=O)C(c1cccs1)N(CC1CCCO1)C(=O)c1ccc(-c2ccccc2)[nH]1 (stereo unspecified) | -3.4 | 87 | 16 | -3 | 0 | 2 | 85 | nt | nt | -31
COCCCNc1cc(C)nc2ccccc12 | -3.9 | 84 | 11 | 5 | 3 | -1 | 85 | -48 | nt | -22
CCOC(=O)Cn1c(=O)c2c(nc3n2CCS3)n(C)c1=O | -0.2 | 97 | 0 | -8 | -6 | 1 | 100 | -21 | -1 | 6
O=S1(=O)CCN2C(Cc3ccc(SC(F)F)cc3)=CSC2=N1 | 0.1 | 87 | 11 | -3 | 0 | -1 | 95 | nt | 0 | -30
S=C(NCc1ccc2[nH]c3c(c2c1)CCCC3)Nc1ccccc1Cl | -3.5 | 49 | 18 | -2 | -2 | -2 | 57 | -11 | nt | -8
Cc1cccc(/C=N/n2c(C)cc(C)c(C#N)c2=O)c1 | 2.6 | 95 | 5 | nt | -5 | 1 | 96 | 1 | nt | -5
O=C(CN1CCN(c2ccccn2)CC1)N1c2ccccc2Sc2ccc(C(F)(F)F)cc21 | -0.6 | 49 | 12 | 5 | 11 | 9 | 66 | -47 | 1 | -68
COc1ccc(N2CCN(C(=O)Cc3cccs3)CC2)cc1 | 2.5 | 105 | 6 | -5 | -5 | 2 | 110 | 11 | nt | -7
CCN(CC)C(=O)Cn1c(=O)n(-c2ccccc2)c(=O)c2c3c(sc21)CCC3 | -2.6 | 105 | 3 | -3 | -12 | 2 | 99 | nt | 0 | -29
COc1ccc2oc(=O)c(C(=O)Nc3ccccc3-c3ccccc3)cc2c1 | 0.8 | 86 | 28 | -1 | nt | nt | 96 | -26 | -2 | -15
COc1cc2c(cc1OC)CN(c1nc(CN3CCOCC3)nc3sc4c(c13)CCCC4)CC2 | -2.3 | 30 | 0 | -2 | -12 | 4 | 3.1* | nt | -7 | -37
O=C1CC(c2cccs2)CC2=C1C(c1ccccc1)n1ncnc1N2 (stereo unspecified) | -1.6 | 77 | 8 | -6 | 9 | 2 | 86 | 9 | -1 | -16
CCOC(=O)C[n+]1c(C)sc2ccc(OC)cc21 | -5.3 | 90 | 9 | -22 | -10 | 0 | 85 | 66* | -4 | -8
COc1ccc(CC(=O)OCc2cc3ccc(C)cc3[nH]c2=O)cc1 | -1.2 | 93 | 3 | -5 | 14 | 6 | 95 | nt | -1 | 5
COc1ccc(-c2cc(C(=O)NCc3ccc(Cl)cc3)no2)cc1OC | 1.0 | 102 | 9 | -6 | -14 | 3 | 106 | 11 | -2 | -42
Cc1ccc(CN2CCN(CC3CC4C=CC3C4)CC2)cc1 (stereo unspecified) | -2.3 | 90 | 11 | -8 | -5 | 2 | 82 | nt | 2 | -3
CCOc1ccc(NC(=O)c2cc3cc4ccc(OC)cc4nc3o2)cc1 | -0.7 | 73 | 5 | -11 | -10 | 1 | 88 | 8 | 0 | -88
CCOCCCn1c(=N)c(C(N)=S)cc2c(=O)n3cccc(C)c3nc21 | -1.7 | 74 | 6 | -17 | -6 | 3 | 64 | -10 | 0 | -29
C=CCSc1nnc(-c2cccnc2)o1 | -1.2 | 101 | 16 | -9 | 4 | 2 | 106 | nt | -1 | -67
Cc1cccc(OCC(O)Cn2c(=N)n(CCN3CCCCC3)c3ccccc32)c1 (stereo unspecified) | -5.2 | 1.9* | 4 | -10 | 9 | 84* | 1.5* | nt | 0 | -27

Continuation.
SMILES | MRP-1 activ | bCat KO growth | Measles CPE | Yeast lifespan up | GALR2 blocker | NPY Y2 blocker | HCT116 PTEN-null | E-sel TNF inh | Phagocyt inh | Yeast growth inh
CN(CC(=O)NC1CCCCC1)S(=O)(=O)c1cccc2cccnc12 | -0.9 | 93 | 17 | -5 | -6 | 1 | 98 | 20 | 1 | -12
CCc1ccc(N2NC(=O)/C(=C/C=C/c3ccco3)C2=O)cc1 | -4.9 | 44 | 3 | 8 | -8 | 5 | 42 | nt | 0 | -31
CCCCCCn1c(C)nc2c(c1=O)c1nc3ccccc3nc1n2/N=C/c1ccco1 | -1.9 | 74 | 7 | -10 | -15 | -1 | 71 | 16 | 1 | -31
Cc1ccc(NC(=O)Cn2cnc3sc(C(=O)NCCN(C)C)c(C)c3c2=O)cc1Cl | -3.6 | 37 | 23 | nt | -2 | 1 | 57 | 50* | nt | -12
Cc1ccccc1NC(=O)C1(C)Cc2ccccc2C(=O)O1 (stereo unspecified) | 0.5 | 95 | 5 | nt | 1 | 1 | 96 | 5 | nt | -46
CC(C)NC(=O)N1CCN(c2ccncc2S(=O)(=O)N2CCOCC2)CC1 | 0.3 | 92 | 2 | -8 | 11 | 5 | 103 | 2 | nt | -26
O=C(NCc1cccnc1)c1cccc(F)c1 | -1.9 | 98 | 6 | -11 | -21 | 3 | 102 | nt | 6 | 0
CCC(C)C(NC(=O)[C@@H](NC(=O)c1ccccc1F)C(C)C)C(=O)OC (stereo partly specified) | -0.4 | 81 | 2 | -10 | 7 | 2 | 84 | 25 | 1 | -30
N#Cc1c(-c2ccco2)cc(-c2ccccn2)nc1N | -4.9 | 88 | 9 | -28 | 3 | -2 | 88 | 7 | -1 | -27
Cc1ccc(-c2csc3nnc(SCc4csc(C)n4)n23)cc1 | -1.4 | 85 | 12 | 10 | 3 | 4 | 87 | 4 | -2 | -41
CC(=O)Nc1nc(C)nc(-c2ccccc2OC(C)=O)n1 | -0.3 | 96 | 12 | -7 | 11 | -2 | 90 | 6 | 1 | -8
Cc1ccc2c(c1)C=CC(C)(C)S2=O (stereo unspecified) | -1.7 | 98 | 3 | 3 | -8 | 3 | 95 | nt | -5 | -18
COc1ccccc1NC(=O)CN1CCN(CC(=O)Nc2ccc3c(c2)OCO3)CC1 | -2.2 | 87 | 25 | -6 | -2 | 0 | 81 | -24 | 0 | -14
Cc1cccc(COCC(Cc2ccccc2)N2CCN(C(=O)c3cccc(Cl)c3)CCC2=O)c1 (stereo unspecified) | -3.0 | 56 | 5 | 14 | -10 | 8 | 59 | -12 | nt | -25
O=C(O)/C=C/C(=O)Nc1ccc(F)cc1F | -2.7 | 96 | 16 | -1 | -19 | 2 | 102 | 19 | nt | -22
COc1ccc(NC2=CC(=O)CC(c3ccccc3)C2)c(OC)c1 (stereo unspecified) | -4.4 | 13 | 6 | -11 | 9 | 11 | 19 | 8 | nt | 6
CCCCCC(=O)Nc1ccc(-c2csc(C)n2)cc1 | 1.3 | 104 | 5 | -3 | 15 | 2 | 109 | nt | 4 | -39
C#CCOC(=O)Nc1cccn(Cc2c(Cl)cccc2Cl)c1=O | -3.8 | 43 | 11 | -10 | -13 | 7 | 41 | -4 | 6 | -46
Cc1ccc(C)c(NC(=O)COc2cccc3c2CCN(Cc2ccccc2)C3=O)c1 | -1.6 | 95 | 11 | -4 | -33 | 8 | 97 | -16 | -5 | -10
Cn1c(=O)[nH]c(=O)c2c1nc(SCC(=O)Nc1ccccc1)n2Cc1ccccc1 | -3.0 | 86 | 24 | 3 | -7 | 1 | 93 | 0 | -1 | -42
Cn1c(=O)c2[nH]cnc2n(C)c1=O | -0.8 | 82 | 20 | 9 | 0 | 2 | 95 | nt | nt | -38
CCc1nc2n[nH]c(N)c2c2c1CSC(C)(C)C2 | -3.9 | 90 | 15 | -6 | 1 | 0 | 101 | -41 | nt | -40
Cc1c(NC(=O)c2ccc3c(c2)OCO3)cccc1-c1nc2ccccc2s1 | -0.1 | 94 | 4 | -7 | -4 | 5 | 92 | -25 | -1 | 11
O=C(O)CCCC(=O)Nc1ccc(C(=O)N2CCCCC2)cc1 | -3.0 | 96 | 4 | -7 | -7 | -2 | 103 | -15 | 0 | -4
O=C(NC1CCCCC1)C(c1cc2c(cc1[N+](=O)[O-])OCO2)N1CCCCC1 (stereo unspecified) | -1.3 | 72 | 5 | 2 | 5 | 1 | 77 | 14 | -1 | -5

Following part
SMILES | MRP-1 activ | bCat KO growth | Measles CPE | Yeast lifespan up | GALR2 blocker | NPY Y2 blocker | HCT116 PTEN-null | E-sel TNF inh | Phagocyt inh | Yeast growth inh
Cc1c(C(=O)OCc2ccccc2)[nH]c2c1C(=O)CC(c1ccco1)C2 (stereo unspecified) | -3.7 | 15 | 2 | 3 | 7 | 0 | 16 | -8 | 2 | -32
CC1CCc2c(sc3nc(SCC(=O)NCc4ccco4)nc(N)c23)C1 (stereo unspecified) | -1.4 | 27 | 4 | -12 | 3 | 5 | 35 | nt | 0 | -43
O=C(CCS(=O)(=O)c1ccc(Br)cc1)NCc1cccs1 | -2.0 | 92 | 17 | -3 | -7 | 1 | 96 | -14 | -1 | -15
CC(C)Cc1nc2sc3c(NCc4ccco4)ncnc3c2c2c1COC(C)(C)C2 | -3.4 | 50 | 7 | -10 | -8 | -2 | 19 | -25 | 0 | -40
CCc1cc(=O)oc2cc3occ(C)c3cc12 | -1.7 | 78 | 8 | -4 | 1 | 4 | 87 | nt | -2 | -7
COc1ccc(C(=O)Cn2nnc(-c3ccccc3NC(=O)C3CC3)n2)cc1 | -2.6 | 92 | 3 | -5 | 0 | 3 | 89 | -19 | -1 | 4
CCOc1ccccc1NC(=O)c1ccccc1N(C)S(C)(=O)=O | -0.4 | 90 | 1 | -2 | -3 | 1 | 104 | -23 | -3 | -31
OC(COc1ccc2c(c1)CCC2)Cn1cnc2ccccc21 (stereo unspecified) | -1.1 | 100 | 4 | -15 | 6 | 2 | 95 | -9 | 0 | -22

Marked active in NPY Y2 blocker, of those listed so far:
Structure | Measles CPE | Yeast lifespan up | GALR2 blocker | NPY Y2 blocker | E-sel TNF inh | Phagocyt inh
Cc1cccc(OCC(O)Cn2c(=N)n(CCN3CCCCC3)c3ccccc32)c1 (stereo unspecified) | 4 | -10 | 9 | 84* | nt | 0

Not a hit list; about 6.1% have a hit in one of these screens.
